# eLon inh: E. coli protease La inhibition; P0A9M0; purified E. coli Lon protease, fluorescence polarization; inhibition, % at 7.94 µM; hit rate 0.42% among 360,000; in the data active means inhibition above about 13%, passing the limit was not always enough;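 further: 0% = enzyme with probe and DMSO and 100% = no enzyme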
# CSN deneddyl inh: CSN deneddylation inhibition; Q92905; Purified CSN, SCF-Nedd8-OG deneddylation, fluorescence polarization; inhibition, % at 12.5 µM; hit rate 0.38% among 360,000;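 active means pattern-corrected inhibition above about 35%, with an unprinted fluorescence ratio check between 0.5 and 1.5, limit read from the data, passing the limit was not always enough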;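 further: 0% = enzyme with substrate and 100% = substrate without enzyme; some results filed as inactive read as strong as hits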
#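 test system = HEK293T-derived human Csn5 enzyme | amount = 0.24 nM Csn5 enzyme, final concentration | medium = Tris/NaCl/DTT buffer, pH 7.5 | schedule = 90 min reaction at room temperature | signal = FP | evaluation = inhibition of Csn5 cleavage, % | compound dosing = single dose of 12.5 µM compound with 0.25% DMSO | probe or stimulus = 10 nM SCFSkp2-Nedd8OG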
# Rpn11 block: Rpn11 (human) deubiquitinase inhibition | O00487 | human 26S proteasome, Ub4-pepOG fluorescence polarization; 20S core pre-blocked with epoxomicin | calls only at 20 µM | hit rate 0.59% among 360,000 | AID 588493;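 active means inhibition at 20 µM, scaled to each plate's controls, above about 33%, limit read from the data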
# Target sequence (O00487 whole entry, looked up): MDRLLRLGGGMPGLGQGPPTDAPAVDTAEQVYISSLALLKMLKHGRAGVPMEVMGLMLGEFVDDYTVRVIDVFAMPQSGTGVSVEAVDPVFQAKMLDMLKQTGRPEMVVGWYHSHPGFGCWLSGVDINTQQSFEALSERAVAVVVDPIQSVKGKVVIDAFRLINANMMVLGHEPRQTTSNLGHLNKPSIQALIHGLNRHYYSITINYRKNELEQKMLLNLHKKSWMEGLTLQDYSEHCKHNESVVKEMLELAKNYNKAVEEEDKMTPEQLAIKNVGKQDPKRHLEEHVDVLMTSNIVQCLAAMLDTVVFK
# PABP1 MLLE inh: inhibitors of microRNA-mediated deadenylation, human PABP1 MLLE binding; inhibition, % at 20 µM; P11940; hit rate 0.36% among 360,000; GST-MLLE / FITC-PAM2 fluorescence polarization; in the data active means inhibition above about 35%, passing the limit was not always enough;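 further: plate controls were DMSO wells with GST-MLLE for no effect and wells lacking GST-MLLE protein for full effect; some results filed as inactive read as strong as hits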
# Target sequence (P11940 whole entry, looked up): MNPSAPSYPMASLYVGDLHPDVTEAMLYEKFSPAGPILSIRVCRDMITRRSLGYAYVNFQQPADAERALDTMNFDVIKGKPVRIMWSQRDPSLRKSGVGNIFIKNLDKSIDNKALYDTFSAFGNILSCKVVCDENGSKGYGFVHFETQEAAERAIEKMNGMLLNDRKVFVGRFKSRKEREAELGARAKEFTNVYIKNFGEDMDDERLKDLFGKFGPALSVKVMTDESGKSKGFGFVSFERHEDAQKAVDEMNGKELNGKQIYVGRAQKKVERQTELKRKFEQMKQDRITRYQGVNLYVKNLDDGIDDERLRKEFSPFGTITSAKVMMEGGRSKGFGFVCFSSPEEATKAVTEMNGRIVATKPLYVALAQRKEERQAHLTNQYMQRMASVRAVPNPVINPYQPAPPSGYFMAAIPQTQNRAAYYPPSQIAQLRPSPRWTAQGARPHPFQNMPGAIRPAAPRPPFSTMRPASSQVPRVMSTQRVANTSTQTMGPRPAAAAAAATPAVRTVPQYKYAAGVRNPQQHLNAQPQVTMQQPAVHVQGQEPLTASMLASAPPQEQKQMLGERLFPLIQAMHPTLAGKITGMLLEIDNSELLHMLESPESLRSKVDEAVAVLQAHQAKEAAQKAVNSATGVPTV
# FAS-TE inh: FAS thioesterase (human) inhibition | recombinant FAS-TE, OMFH fluorogenic substrate, fluorescence endpoint | P49327 | hit rate 0.67% among 360,000 | inhibition, % at 15 µM;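 active means compounds whose normalised, plate-corrected inhibition of enzyme fluorescence in the single-dose primary screen is 50% or more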;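 further: 0% = DMSO with enzyme and 100% = substrate without enzyme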
# MsrA act: activates bovine MsrA enzyme; AID 602163; hit rate 0.3% among 360,000; purified bovine MsrA, absorbance read-out; activation, % at 10.6 µM; in the data active means activation above about 7.5%;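 further: 0% = vehicle and 100% = reference activator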
# MsrA inh: inhibits bovine methionine sulfoxide reductase A. hit rate 0.75% among 360,000. purified bovine MsrA, absorbance read-out. inhibition, % at 15.5 µM. AID 651718; in the data active means inhibition above about 4.5%;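 further: 0% = vehicle wells with enzyme and 100% = reference inhibitor wells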
# Rin1 Abl inh: inhibitors of human Rin1-Abl protein interaction; TR-FRET Rin1/Abl binding, biochemical; inhibition, % at 7.35 µM; hit rate 0.4% among 360,000; AID 588664; in the data active means inhibition above about 5%, passing the limit was not always enough
# MT1-MMP act inh: MT1-MMP (human) activation inhibition | P50281 | HT1080 RFP-PRO-GFP cells, GFP/RFP ratio fluorescence, overnight; percent of plate control window, DMSO zero | GFP/RFP ratio change, % at 20 µM | hit rate 0.061% among 360,000;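 active means GFP/RFP ratio change of at least 30% with cell ATP level not reduced by more than half and red fluorescence within 50% of control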; further: strong numbers were not always called active
#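 Assay system: HT1080 cells carrying an RFP-PRO-GFP reporter | Dosing: Single dose of 20 µM compound, 1% DMSO final | Incubation: Cells overnight before dosing, compound overnight, 37 °C, 5% CO2 | Evaluation: GFP/RFP fluorescence ratio | Control set: DMSO and RFP-L50D-GFP cell wells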
# The depositor's hits bear a star; i = inactive; / = no result given.
# Under each structure: PABP1 MLLE inh	MsrA inh	MsrA act	FAS-TE inh	eLon inh	CSN deneddyl inh	MT1-MMP act inh	Rpn11 block	Rin1 Abl inh
O=C(COc1cc(Cl)c(Cl)cc1Cl)NCCc1ccccn1
 : 7	-0.1	-6	1	-7	-2	4	i	2
CC(=O)Nc1ccc(NC(=O)C2Cc3c(-c4ccco4)ccnc3O2)cc1 (configuration not stated)
 : 7	0.9	-7	-6	-2	6	-3	i	-5
C[C@H]1COC(=O)[C@@H](NC(=O)OCC2c3ccccc3-c3ccccc32)C/C=C\C[C@H](CC(=O)NCCO)C(=O)N1
 : -17	1.5	-1	0	-5	-2	1	i	0
CCCNS(=O)(=O)c1cccn1-c1ncc(C(F)(F)F)cc1Cl
 : 4	-0.2	-2	0	-2	1	0	i	-1
COc1cc(N)ccc1-c1cc2ccccc2oc1=O
 : -8	3.7	-3	-1	-14	5	4	i	-3
Clc1ccc(Cn2ncc3c(NCc4cccnc4)ncnc32)cc1
 : 2	0.1	-1	0	-3	5	-7	i	1
CC(NC(=O)CN(C)Cc1cccc(F)c1)c1ccccc1 (configuration not stated)
 : -1	-0.1	-1	-2	-1	1	-2	i	-1
Cc1ccc(NC(=O)NC(=O)N(C(C)C)S(=O)(=O)c2ccc(C)cc2)cc1
 : 2	0.7	3	-4	6	1	3	i	-2
CCn1c(=O)n(CC)c2cc(N3CCCC3)c(NC(=O)c3ccc(C)cc3)cc21
 : -3	0.7	-1	2	4	-5	8	i	1
O=C(c1cccc(Cl)c1)N1CCC(=O)N(C(COCc2cccc(Cl)c2)Cc2ccccc2)CC1 (configuration not stated)
 : 18	1.0	-2	26	-1	1	-6	i	3
CCN1C(=O)c2cccc3c(S(=O)(=O)N(C(C)=O)c4ccc(OC(C)=O)cc4)ccc1c23
 : 11	2.6	0	19	2	6	5	i	-3
COc1ccc2[nH]c(C(=O)N(C)c3ccc(F)cc3F)cc2c1
 : -4	0.1	-7	0	0	0	3	i	-5
CCNC(=O)C1CCCN(C(=O)c2ccc3c(c2)OCO3)CC1 (configuration not stated)
 : 8	-0.5	2	-10	2	5	5	i	-2
FC(F)(F)c1cccc(NCc2n[nH]c(=S)n2C2CCCCC2)c1
 : -38	-0.2	-1	9	6	-2	3	i	-4
COc1ccc(OC)c(NC(=O)CCN2CC(C)OC(C)C2)c1 (configuration not stated)
 : 12	-0.9	3	-4	-20	2	4	i	1
CCCCn1c(N)c(N(CCOC)C(=O)c2cc(S(=O)(=O)N3CCOCC3)ccc2F)c(=O)[nH]c1=O
 : -55	0.1	-2	-5	1	5	0	i	-2
CN(CC(=O)Nc1sccc1C(N)=O)S(=O)(=O)c1ccc(Cl)cc1
 : -8	0.0	-1	1	-10	1	1	i	0
Cc1ccc(C2NC(=O)Cc3ccccc32)cc1 (configuration not stated)
 : 2	-0.5	-1	0	-5	4	2	i	4
COc1ccc(N2CCN(C(=O)c3ccc(CNS(=O)(=O)c4ccc(C)cc4)cc3)CC2)cc1
 : -8	-0.3	-3	8	0	3	-1	i	-1
CC(=O)N1CCN(C(=S)NCCc2ccccc2)CC1
 : -112	0.7	-5	-2	-4	-1	2	i	-2
CC(C)n1ncc2c(C(=O)Nc3cccc(S(=O)(=O)N(C)C)c3)cc(C3CC3)nc21
 : 11	1.5	-12	19	7	0	/	i	2
Cc1ccc(C(=O)Nc2nccs2)s1
 : -13	1.3	-8	-7	-6	1	7	i	0
COc1ccc(C(=O)OCC(=O)Nc2c(C)n(C)n(-c3ccccc3)c2=O)cc1OC
 : -7	-0.1	-2	-10	2	-2	-3	i	4
CN1CCN(S(=O)(=O)c2ccc(N3CCN(c4ccccc4Cl)CC3)nc2)CC1
 : 10	-0.9	-2	17	-13	-1	8	i	1
Cc1ccnc(NC(=O)CCC(=O)N(CC(=O)NCc2ccc(F)cc2)c2ccc(F)cc2)c1
 : 9	-0.4	-2	4	8	1	0	i	-1
CN1C(=O)CC(NNC(=O)c2ccccc2)C1=O (configuration not stated)
 : -13	0.2	-5	-15	-8	-1	-2	i	-2
Cc1ccc(-c2nnc(-c3cccnc3)o2)cc1
 : 3	0.5	-6	-7	-2	4	-1	i	3
COc1ccc(S(=O)(=O)N(C)c2ccc(C(=O)NC3CC3)cc2)cc1
 : 1	-0.2	0	-1	-2	3	0	i	0
O=C(CSc1ncccn1)N1CCN(C(=O)CSc2ncccn2)CC1
 : 0	-1.3	-4	-9	4	6	7	i	-2
CCCC(=O)c1ccc(N2CCCCCC2)c(F)c1
 : -9	0.2	-8	6	-1	-4	-1	i	-3
COc1ccc(C(=O)OCC(O)COC(=O)c2ccc(OC)cc2)cc1
 : -6	0.8	2	4	4	3	2	i	0
CCOc1ccccc1C1CC(c2cccc(NS(C)(=O)=O)c2)=NN1C(=O)c1ccccc1 (configuration not stated)
 : -1	1.2	-3	5	9	2	-3	i	-6
Fc1cccc(/C=N/Nc2nncc3ccccc23)c1
 : 2	1.4	-2	4	7	3	1	i	-1
O=C(O)CCc1ccc(-c2ccc(F)cc2)n1CCC(=O)O
 : 2	0.9	-3	-4	-10	0	23	i	0
Cc1ccc2c(c1)N(C(C)C(=O)NCc1ccc3c(c1)OCO3)C(=O)CO2 (configuration not stated)
 : 6	0.0	2	0	-6	0	0	i	2
CC1CCN(C(=O)CN(c2cccc(F)c2)S(C)(=O)=O)CC1
 : 7	0.6	-7	-4	0	-14	2	i	-2
CCC(C(=O)OCC(=O)Nc1cc(C)ccc1OC)c1ccccc1 (configuration not stated)
 : 7	0.7	-12	26	1	0	2	i	3
Cc1nnc2c3ccccc3c(Cl)nn12
 : -16	-1.0	-9	-5	-1	1	-3	i	3
COCCNC(=S)N1CCC(C(=O)c2ccc(Cl)cc2)CC1
 : -127	-1.1	5	-4	-8	-5	0	i	0
CCN(CC)CCCNC(=O)c1cn(CC)c2cc(N3CCN(C(=O)c4ccco4)CC3)c(F)cc2c1=O
 : -5	0.9	1	-7	8	3	-3	i	4
C=CC[C@@H](CC(=O)N[C@@H](CO)Cc1ccccc1)C(=O)NC[C@@H](OC(=O)[C@@H](CC=C)CC(=O)OC(C)(C)C)c1ccccc1
 : 4	-1.6	3	2	4	1	-7	i	2
C[C@H](CO)N1C[C@H](C)[C@@H](CN(C)C(=O)Nc2ccc(F)cc2)Oc2ncc(-c3ccc(F)cc3)cc2C1=O
 : -20	1.6	-6	8	6	3	2	i	1
CCC(=O)N1CCc2cc(Br)c(S(=O)(=O)NCCN3CCCCC3CC)cc21 (configuration not stated)
 : 0	1.0	0	-8	-1	-1	2	i	2
CCCCNC(=O)Nc1ccccn1
 : -5	-0.3	-3	-9	-7	2	-3	i	-2
Cc1nc2ccccc2c(=O)n1NC(=O)c1cccnc1Cl
 : -13	-0.9	-5	1	-6	-8	6	i	4
CSc1cccc(NC(=O)C2CCCN2S(=O)(=O)c2ccc3c(c2)CCC(=O)N3)c1 (configuration not stated)
 : -2	-1.4	-2	0	-9	-3	-1	i	-1
COc1ccc(C)cc1NC(=O)C(OC(=O)c1cnccn1)c1ccccc1 (configuration not stated)
 : -1	0.1	7	-1	-7	3	-2	i	-4
CCCCCC(=O)O/N=C(\C)c1ccn(S(=O)(=O)c2ccccc2)c1
 : -20	0.8	-1	30	-2	-5	-1	i	2
O=C(NCCc1ccccc1)/C(=C\c1ccc([N+](=O)[O-])cc1)NC(=O)c1ccccc1
 : 5	4.2	-11	30	-5	0	10	i	-2
C[C@@H]1CCCCO[C@@H](CN(C)S(=O)(=O)c2ccc(Cl)cc2)[C@@H](C)CN([C@H](C)CO)C(=O)c2cc(N(C)C)ccc2O1
 : 6	-0.5	-1	-4	7	1	-2	i	-3

# (continued)
# Under each structure: PABP1 MLLE inh	MsrA inh	MsrA act	FAS-TE inh	eLon inh	CSN deneddyl inh	MT1-MMP act inh	Rpn11 block	Rin1 Abl inh
CC(c1ccccc1)n1cc(C(=O)NCc2cccnc2)nn1 (configuration not stated)
 : 0	1.3	0	-8	0	4	-11	i	0
O=C1c2ccccc2C(=O)N1CCCc1nc(-c2ccc(Cl)cc2)no1
 : -4	0.7	-3	14	-13	0	2	i	3
CCSc1cnc(-c2ccccc2)n1CC
 : -14	-0.1	0	-5	-10	1	-4	i	5
OCC1(Cc2ccccc2)CCCN(Cc2cn[nH]c2-c2ccccc2)C1 (configuration not stated)
 : 5	0.3	-3	-5	-9	0	-3	i	3
CC(C)=CC1C(C(=O)Nc2ccc(S(=O)(=O)N3CCOCC3)cc2)C1(C)C (configuration not stated)
 : -10	-0.4	-7	21	15	-1	1	i	-1
COc1ccc(NC(=O)CSc2nnc(Cc3cccn3C)n2-c2ccc(F)cc2)cc1
 : 11	0.2	-2	2	5	0	1	i	0
COc1cc(-c2nccc3cc4c(cc23)OCO4)cc(OC)c1OC
 : -2	0.8	-1	-2	6	-9	-6	i	-3
CCN1CCN(S(=O)(=O)c2cc(OC)c(Cl)cc2OC)CC1
 : -4	0.0	-1	-9	-3	4	2	i	3
Cc1cc2ncn(-c3ncnc4sc(C)c(C)c34)c2cc1C
 : 1	-0.1	-2	3	6	-1	1	i	4
COc1ccc(/C=C/C(=O)N2CCN(c3ccccn3)CC2)c(OC)c1OC
 : 11	3.6	-2	-3	62*	1	1	i	-3
CN1CCN(c2ccc3c(c2)OC[C@@H](Cc2ccccc2)NS3(=O)=O)CC1
 : /	1.1	-7	-5	9	-2	2	/	/
O=C1c2ccccc2C(O)N1Cc1ccco1 (configuration not stated)
 : -21	-0.4	0	-9	-8	1	2	i	-1
O=C(CN1CCN(Cc2ccc(F)cc2)C1=O)NCc1cccs1
 : -25	0.2	-1	-2	5	1	1	i	-2
CC[C@]12c3[nH]c4cc(-c5ccco5)ccc4c3CCN1C(=O)[C@@H](CC(=O)NC(C)(C)C)C[C@@H]2C(=O)N1CCN(C(=O)C2CC2)CC1
 : -18	0.1	4	-6	3	7	0	i	-3
O=C(OCc1ccccc1)/C(=C/c1ccc(Cl)cc1)NC(=O)c1ccccc1Cl
 : 4	1.5	-11	-6	-1	-4	-1	i	-2
Cc1cc(C)n(CC(=O)Nc2ccc(N3CCOCC3)c(Cl)c2)c(=O)c1C#N
 : 0	0.3	-2	6	1	4	3	i	0
O=C(COC(=O)Cc1ccc(Cl)cc1)NCc1ccc(Cl)cc1
 : 10	-0.3	-12	-6	-3	-5	-1	i	4
O=c1[nH]c(/C=C\c2ccccc2F)nc(O)c1[N+](=O)[O-]
 : 14	2.8	-5	-5	-5	0	0	i	0
O=C(COC(=O)c1cccc(S(=O)(=O)N2CCOCC2)c1)NC1CCCCC1
 : -1	-1.2	-1	-5	5	-2	3	i	3
CCCCC(=O)N1CCN(c2nc3ccc(Br)cc3s2)CC1
 : 7	-0.3	0	5	-12	4	-3	i	-1
CCOc1ccc(-n2ccnc(SCC(=O)NCCc3ccccc3)c2=O)cc1
 : 33	1.2	-3	-5	-3	-5	7	i	-2
